ULK1 primary: ULK1 kinase inhibitors, primary screen, biochemical, AlphaScreen; Serine/threonine-protein kinase ULK1 (Homo sapiens), O75385; AlphaScreen Atg13 phosphorylation by ULK1, luminescence; inhibition, % at 5.96 µM; 1.9% of 30,000 active; in the data active = inhibition above about 43%;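 note: 0% = median of compound wells and 100% = no enzyme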
Target sequence (O75385 whole entry, looked up): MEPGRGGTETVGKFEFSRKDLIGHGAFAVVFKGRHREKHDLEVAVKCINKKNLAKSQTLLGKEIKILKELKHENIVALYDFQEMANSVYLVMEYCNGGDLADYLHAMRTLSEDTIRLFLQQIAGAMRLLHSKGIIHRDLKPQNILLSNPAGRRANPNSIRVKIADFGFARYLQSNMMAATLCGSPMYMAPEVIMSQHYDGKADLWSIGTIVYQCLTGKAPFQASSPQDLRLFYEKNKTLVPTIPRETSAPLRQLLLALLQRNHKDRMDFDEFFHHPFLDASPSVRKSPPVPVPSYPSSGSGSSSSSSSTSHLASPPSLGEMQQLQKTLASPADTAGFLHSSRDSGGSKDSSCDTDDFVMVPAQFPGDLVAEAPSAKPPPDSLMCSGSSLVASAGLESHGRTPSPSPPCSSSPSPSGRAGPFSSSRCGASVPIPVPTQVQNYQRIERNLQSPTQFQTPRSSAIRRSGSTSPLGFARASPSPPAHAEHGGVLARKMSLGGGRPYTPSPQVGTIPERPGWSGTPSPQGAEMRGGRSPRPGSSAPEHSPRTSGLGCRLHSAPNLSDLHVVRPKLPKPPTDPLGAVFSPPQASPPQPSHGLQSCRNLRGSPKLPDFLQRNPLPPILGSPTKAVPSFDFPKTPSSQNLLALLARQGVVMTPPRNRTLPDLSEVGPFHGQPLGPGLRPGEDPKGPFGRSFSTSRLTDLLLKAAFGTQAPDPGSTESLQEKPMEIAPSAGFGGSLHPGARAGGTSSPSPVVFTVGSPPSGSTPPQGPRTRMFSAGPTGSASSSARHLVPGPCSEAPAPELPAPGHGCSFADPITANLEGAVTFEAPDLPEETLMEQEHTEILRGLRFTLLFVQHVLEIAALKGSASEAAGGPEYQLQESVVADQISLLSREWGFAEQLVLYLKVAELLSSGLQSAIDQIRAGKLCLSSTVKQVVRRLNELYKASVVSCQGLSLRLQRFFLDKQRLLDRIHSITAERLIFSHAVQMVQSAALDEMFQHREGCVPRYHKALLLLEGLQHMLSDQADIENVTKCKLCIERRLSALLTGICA
ASK1 inh: ASK1 kinase inhibitors, primary screen, biochemical, AlphaScreen; Mitogen-activated protein kinase kinase kinase 5 (Homo sapiens), Q99683; AlphaScreen MKK6 phosphorylation by ASK1, luminescence; inhibition, % at 7.44 µM; 0.99% of 22,000 active; in the data active = inhibition above about 35%;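 note: 0% = median of compound wells and 100% = no enzyme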
* hit, by the source's call; nt = no result given; & = joins results of further samples.

ULK1 primary	ASK1 inh	Structure
6.0	-10.2	Cc1ncn(-c2ccc(Nc3nccc(-c4ccc(S(C)(=O)=O)c(N5CCCC(O)C5)c4)n3)cc2)n1 (configuration not stated)
1.1	-6.4	COc1ccc(CCNC(=O)c2cccc(Nc3ccccn3)c2)cc1
1.6	1.1	CCCNC(=O)c1csc(Nc2cccnc2)n1
-9.1	-3.6	COc1cc(Nc2cc(C(=O)NCc3cccnc3)ccn2)cc(OC)c1OC
-16.9	20.4	CC(=O)c1cccc(-c2cc(NCc3nc4ccccc4[nH]3)ncn2)c1
-40.2	5.8	COc1cc(Nc2nc(-c3cccc(N)c3)nc3c2ncn3Cc2ccc(C(F)(F)F)cc2)cc(OC)c1OC
15.4	14.8	COc1ccc(-c2nccc(Nc3ccc(N4CCOCC4)cc3)n2)cn1
-3.4	9.8	COc1cc(Nc2nc(NCc3ccc4c(c3)OCO4)nc3c2ncn3C(C)C)cc(OC)c1OC
7.9	15.5	CN1CCN(c2ccc(-c3nc(C(=O)Nc4ccc(N5CCOCC5)cc4)cs3)cc2)CC1
-2.9	nt	CC(C)(C)NCC(O)COc1nsnc1N1CCOCC1 (configuration not stated)
83.8*	0.4	CNC(=O)c1cc(F)ccc1Nc1cc(Nc2cccc(OC)c2)ncc1C(F)(F)F
-78.3	nt	O=C(Nc1nc(CC(=O)N2CCc3ccccc32)cs1)NC1CCCC1
9.6	9.2	COc1ccc(-c2nc(NC3CC3)c3ncn(C(C)C)c3n2)cc1
52.2*	14.4	CC(C)n1cnc2c(Nc3ccc(N4CCOCC4)cc3)nc(Nc3ccncn3)nc21
-2.3	0.0	O=C(NCc1ccccc1)c1cc(N2CCN(Cc3ccc4c(c3)OCO4)CC2)nc2ccccc12
-16.1	nt	N#CCCNc1cc(-c2cccc(C(F)(F)F)c2)nc(-c2cccnc2)n1
20.0	-3.3	CN1CCN(c2ccc(-c3ccc(C(=O)NCc4cccc(C(F)(F)F)c4)s3)cc2)CC1
-44.2	-13.0	COc1ccc2c(c1)CC(c1nc(Nc3ccc4cn[nH]c4c3)c3ccccc3n1)CO2 (configuration not stated)
10.4	nt	NC(=O)CN1C(=O)COc2ccccc21
5.6	nt	COc1cccc(-c2cnc(NCc3ccccc3F)n2C)c1
7.4	-2.9	CCCNC(=O)c1ccc2nc(-c3ccc(C(=O)NC4CC4)cc3)sc2c1
-10.8	nt	Cc1ccc(Nc2nc3c(c(=O)[nH]c(=O)n3C)n2Cc2ccc(F)cc2)cc1
-13.2	-0.5	O=C1CCCN1CCCNc1nc(-c2csc3ccccc23)nc2c1ncn2Cc1ccc(C(F)(F)F)cc1
-10.7	-2.5	COc1nc(Nc2ccccc2)nc(-c2cccc(N)c2)n1
-9.2	-16.3	CC(=O)c1cccc(-c2nc(Nc3ccccc3)c3ncn(C4CCCCC4)c3n2)c1
-4.8	nt	Cc1ccc(S(=O)(=O)/N=C(\c2ccccc2)N2CCOCC2)cc1
-1.2	nt	Cc1nc(NCCCO)cc(-c2ccccn2)n1
-26.1	8.8	Cc1nn(C)c(C)c1-c1cncc(C(=O)NCCc2ccc(O)cc2)c1
-2.7	nt	Cn1cnc([N+](=O)[O-])c1Sc1ncnc2nc[nH]c12
4.9	-2.0	Clc1nc(NC2CC2)c2[nH]cnc2n1
2.1&-17.1	7.6&6.6	C=CCN1CCN(c2c(Cl)cccc2NC(=O)C2CCC(=O)O2)CC1 (configuration not stated)
-16.1	-17.1	CC(=O)Nc1ccc(NC(=O)c2cccc(-c3cccc(C(C)=O)c3)n2)cc1
-13.8	2.5	O=C(NCc1cccc(C(F)(F)F)c1)c1cccc(Nc2ccc(-n3ccnc3)cc2)c1
5.1	nt	COc1ccc(C(=O)COC(C)=O)cc1OC
-10.8	8.4	c1ccc(CN2CCC(Nc3nc(-c4ccc(N5CCOCC5)nc4)nc4c3ncn4C3CCCCC3)CC2)cc1
-7.2	4.6	CCN(CC)C(=O)C1CCCN(c2nc(C)cc(NCCO)n2)C1 (configuration not stated)
3.2	nt	CC1C(=O)Nc2cc(S(C)(=O)=O)ccc2N1C(=O)c1ccc(C(F)(F)F)cc1 (configuration not stated)
1.0	3.9	O=C(NCc1cn(-c2ccncc2)nn1)c1cccs1
-8.4	nt	C=CCNC(=O)c1cc2nc(-c3ccco3)cc(C(F)(F)F)n2n1
-7.0	-4.6	COc1cc(CN2CCC(c3nc(-c4ccncc4)no3)C2)cc(OC)c1 (configuration not stated)
-3.4	-2.0	O=C(NCc1cccc(C(F)(F)F)c1)c1ccnc(Nc2ccncc2)c1
-7.2	-5.9	CC(C)N(CCNc1cc(-c2ccc(C(=O)N3CCN(C)CC3)cc2)ncn1)C(C)C
-10.5	nt	COc1ccc(C(C)(C)C)cc1S(=O)(=O)N1CCN(c2nc(C)cc(N(C)C)n2)CC1
7.1	-6.0	O=C(NC1CC1)c1ccc2nc(Nc3ccncc3)sc2c1
-16.7	7.6	c1cn(-c2ccc(Nc3nccc(NCCN4CCOCC4)n3)cc2)cn1
-13.8	0.8	COc1cccc(CNC(=O)c2c[nH]c3cc(-c4ccncc4)ccc23)c1
-12.1	-0.6	O=C(N[C@@H]1CCN(C(=O)c2cnccc2Nc2ccc(Cl)c(F)c2)C1)[C@H](O)c1ccccc1Cl
-16.8	-20.2	COc1ccc(CNC(=O)c2cc(Nc3ccccc3)ccn2)cc1
7.7	4.2	CN1CCN(C(=O)c2ccc(-c3nc4ccc(C(=O)NCc5cccnc5)cc4s3)cc2)CC1
5.8	-2.9	COc1nc(NCCO)nc(-c2c(C)nn(C)c2C)n1
-19.4	-7.1	Nc1nc(NCCOc2ccccc2)cc(-c2ccc(C(=O)NC3CC3)cc2)n1
-13.1	38.7*	NC(=O)c1ccc(-c2nc(NCc3cccc(C(F)(F)F)c3)c3ncn(-c4ccccc4)c3n2)cc1
-7.0	-8.7	NC(=O)c1ccc(-c2nc3ncnc(NC4CC4)c3[nH]2)cc1
72.1*	nt	C=C1c2c(Cl)ccc(O)c2C(O)=C2C(=O)[C@]3(O)C(O)=C(C(N)=O)C(=O)[C@@H](N(C)C)[C@@H]3[C@@H](O)[C@H]12
-0.5	nt	CCOC(=O)CC[C@H](NC(=O)C(Oc1nc(OC)cc(OC)n1)C(C)C)C(=O)OCC (some centres not stated)
-6.4	-27.8	O=C(NCCCN1CCCC1=O)c1ccnc(N2CCOCC2)c1
-5.6	-15.8	O=C1CCCN1CCCNc1cc(NCc2cccc(C(F)(F)F)c2)ncn1
0.1	nt	CC1CN(c2[nH]c(=O)n(C)c(=O)c2Cc2ccccc2-c2ccccc2)CC(C)O1 (configuration not stated)
8.7	-20.7	CCNc1nc(NCCc2ccc(O)cc2)c2ncn(C(C)C)c2n1
2.2	nt	Cc1c(C(=O)Nc2ccccc2I)cccc1[N+](=O)[O-]

Some of these compounds in order of molar mass, rising:
ULK1 primary	ASK1 inh	Structure
-1.2	nt	Cc1nc(NCCCO)cc(-c2ccccn2)n1
-7.0	-8.7	NC(=O)c1ccc(-c2nc3ncnc(NC4CC4)c3[nH]2)cc1
7.1	-6.0	O=C(NC1CC1)c1ccc2nc(Nc3ccncc3)sc2c1
-6.4	-27.8	O=C(NCCCN1CCCC1=O)c1ccnc(N2CCOCC2)c1
-16.9	20.4	CC(=O)c1cccc(-c2cc(NCc3nc4ccccc4[nH]3)ncn2)c1
-13.8	0.8	COc1cccc(CNC(=O)c2c[nH]c3cc(-c4ccncc4)ccc23)c1
7.4	-2.9	CCCNC(=O)c1ccc2nc(-c3ccc(C(=O)NC4CC4)cc3)sc2c1
2.2	nt	Cc1c(C(=O)Nc2ccccc2I)cccc1[N+](=O)[O-]
-19.4	-7.1	Nc1nc(NCCOc2ccccc2)cc(-c2ccc(C(=O)NC3CC3)cc2)n1
-9.1	-3.6	COc1cc(Nc2cc(C(=O)NCc3cccnc3)ccn2)cc(OC)c1OC
0.1	nt	CC1CN(c2[nH]c(=O)n(C)c(=O)c2Cc2ccccc2-c2ccccc2)CC(C)O1 (configuration not stated)
3.2	nt	CC1C(=O)Nc2cc(S(C)(=O)=O)ccc2N1C(=O)c1ccc(C(F)(F)F)cc1 (configuration not stated)
-7.2	-5.9	CC(C)N(CCNc1cc(-c2ccc(C(=O)N3CCN(C)CC3)cc2)ncn1)C(C)C
-40.2	5.8	COc1cc(Nc2nc(-c3cccc(N)c3)nc3c2ncn3Cc2ccc(C(F)(F)F)cc2)cc(OC)c1OC

Remaining list, next part.
ULK1 primary	ASK1 inh	Structure
2.9	5.8	O=C(NCCc1ccc(O)cc1)C1CCN(c2ccc(Nc3ccncn3)nn2)CC1
3.9	12.1	CN1CCN(C(=O)c2ccc(-c3nc(NCCO)c4ncn(-c5ccccc5)c4n3)cc2)CC1
-0.7	nt	O=C(c1cc2nc(-c3ccco3)cc(C(F)(F)F)n2n1)N1CCOCC1
4.7	nt	COC(=O)C1CCN(C2CCN(C(=O)CCC(=O)O)CC2)CC1
1.1	nt	CCCC1=NN2C(=N)/C(=C/c3ccccc3OC)C(=O)N=C2S1
1.2	-6.5	NC(C(=O)N1CCN(c2ccc3[nH]ncc3c2)CC1)c1cccc(Br)c1 (configuration not stated)
1.0	-7.3	Clc1nc(NCc2ccccc2)c2[nH]cnc2n1
8.4	3.1	O=C1CCCN1CCn1cnc2c(Nc3ccc4c(c3)OCO4)nc(NC3CCN(Cc4ccccc4)CC3)nc21
-5.3	2.5	CC(C)N(CCNc1ncnc2nc(Nc3ccc(N4CCOCC4)cc3)[nH]c12)C(C)C
-11.8	8.0	COc1cccc(CN(CCN(C)C)C(=O)c2nc3ccc(-c4ccncc4)cc3s2)c1
2.8	11.7	Nc1nc(NCc2cccnc2)nc2c1ncn2-c1ccsc1
9.6	nt	O=[N+]([O-])c1nccn1CC(O)CN1CCCCC1 (configuration not stated)
-0.9	8.8	CC(=O)c1cccc(-c2nc(NCc3cccc(C(F)(F)F)c3)c3[nH]cnc3n2)c1
-8.3	nt	CO/N=C(\C(=O)NC1C(=O)N2C(C(=O)O)=C(COC(N)=O)CSC12)c1ccco1 (configuration not stated)
-21.3	3.1	Cc1ccc(-c2ncn(-c3ccc(Nc4nccc(-c5cc(C#N)cc(N6CCOCC6)c5)n4)cc3)n2)cn1
-9.7	-20.9	O=C(NC1CCN(CC2CCCCCCC2)CC1)[C@H]1CCCN1Cc1ccccc1
3.5	-24.2	O=C(Nc1ccc2[nH]ncc2c1)[C@@H](O)CSc1ccc(Br)cc1
29.7	26.4	COc1cc(Nc2nc(Nc3ccc(N4CCOCC4)cc3)c3ncn(C(C)C)c3n2)cc(OC)c1OC
0.2	-1.0	O=C(NCc1nc(-c2ccncc2)n[nH]1)c1cc2c(s1)OCCO2
32.6	5.2	CN1CCN(c2ccc(-c3nc(NCc4cccnc4)c4ncn(-c5ccsc5)c4n3)cc2)CC1
-20.8	4.0	CC(=O)c1cccc(-c2nc3c(NCCc4ccc(O)cc4)ncnc3n2C(C)C)c1
52.7*	nt	Oc1cc(O)c2c(c1)O[C@H](c1ccc(O)c(O)c1)[C@@H](O)C2
-2.5	1.5	c1ccc(CN2CCC(Nc3cc(Nc4nccc5ccccc45)ncn3)CC2)cc1
8.0	7.4	c1nc(Nc2ccc(N3CCOCC3)cc2)c2[nH]c(N3CCOCC3)nc2n1
4.8	-2.5	CCNc1nc(C(=O)NCc2ccccc2)cs1
10.0	4.4	Cc1cc2nccc(NC(=O)c3c(F)cccc3F)n2n1
6.3	-13.4	COc1ccc(-c2cc(C(=O)NCCCN3CCCC3=O)ccn2)cc1
-69.3	13.5	NC(=O)c1ccc(-c2nc(NCCc3ccc(O)cc3)c3ncn(Cc4ccc(C(F)(F)F)cc4)c3n2)cc1
8.5	7.4	COc1ccc(CCNC(=O)c2ccnc(-c3c(C)noc3C)c2)cc1
-15.2	-0.8	COc1nc(NCCc2ccc(O)cc2)nc(-c2cccc(C(C)=O)c2)n1
0.3	4.1	O=C1CCCN1CCn1cnc2c(Nc3ccc(N4CCOCC4)cc3)nc(Nc3ccncn3)nc21
-5.5	nt	Cc1cc(N2CCCC2)nc(N2CCN(C(=O)c3ccccc3Cl)CC2)n1
10.2	-15.0	Cn1nccc1Nc1nc(NC2CC2)c2ncn(CCN3CCCC3=O)c2n1
9.8	4.5	c1cncc(CNc2nc(NCCN3CCOCC3)nc3c2ncn3-c2ccsc2)c1
-0.4	3.4	OCCNc1ccnc(-c2csc3ccccc23)n1
-5.0	-8.6	CCNc1nc(NCc2ccccc2)c2ncn(Cc3ccc(C(F)(F)F)cc3)c2n1
-5.5	-18.3	CCCNC(=O)c1cnc(NC2CCC(O)CC2)s1 (configuration not stated)
0.2	-2.2	CC(=O)Nc1ccc(NC(=O)c2cnc(Nc3ccc(N4CCOCC4)cc3)s2)cc1
13.1	-10.4	CCN(CC)C(=O)C1CCCN(c2cc(Nc3ccccc3)nc(N)n2)C1 (configuration not stated)
-5.2	3.7	CCNc1nc(NCc2ccccc2)c2ncn(C(C)C)c2n1
1.6	nt	CCOC(=O)C(C)(C)Oc1ccc(Cl)cc1
3.0	3.9	Nc1nc(NCCO)cc(-c2ccc(C(=O)NC3CC3)cc2)n1
-2.4	-5.1	O=C(C(O)c1ccc(Br)cc1)N1CCC(Nc2ccc3cnccc3c2)CC1 (configuration not stated)
-19.9	nt	c1ccc(-c2nc(NCCCN3CCOCC3)cc(-c3cccnc3)n2)cc1
-7.9	-11.2	Cc1cc(NCCO)nc(Nc2ccc(C(F)(F)F)cc2)n1
5.5	39.9*	FC(F)(F)c1ccc(Cn2cnc3c(NC4CCN(Cc5ccccc5)CC4)nc(Nc4ccc(N5CCOCC5)cc4)nc32)cc1
-3.1	-5.4	c1ccc(CNc2nc(Nc3ccncn3)nc3c2ncn3-c2ccsc2)cc1
3.5	nt	O=c1c2c3c(sc2n2c(=S)[nH]nc2n1-c1ccccc1)CCC3
